Ecoli viability: reduces bacterial viability in AddAB counter-screen. E. coli V3065 growth, OD600 absorbance, 18 h. inhibition, % at 11.9 µM. 330,000 compounds, 0.27% hits. AID 449728;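 active = inhibition above the campaign's mean inhibition across all tested compounds plus 3 SD, cut at about 9.9% in these data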;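 also: uninfected addAB+ strain grown without phage in ampicillin broth; 0% = DMSO wells and 100% = ciprofloxacin 0.95 µg/ml wells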
AddAB inh: less growth of phage-infected E. coli with AddAB | E. coli expressing H. pylori AddAB, absorbance growth | inhibition, % at 11.9 µM | 330,000 compounds, 0.29% hits | AID 435030; in the data active = inhibition above about 12%;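 also: 0% = vehicle wells of infected cells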
HTR5A ag: HTR5A agonism, opioid heterodimer counter-screen; P47898; HTR5A agonist assay, luminescence, cell-based; activation, % at 9.3 µM; 340,000 compounds, 0.61% hits; AID 504692; in the data active = activation mostly above about 9.5%, no sharp cut-off; inactive = mostly below about 7.6%;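 also: 0% = cells with vehicle only and 100% = reference agonist; strong numbers were not always called active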
CDK5 p35 inh: blocks human CDK5/p35 kinase activity; 330,000 compounds, 0.01% hits; inhibition, % at 10 µM; Q00535+Q15078; Recombinant CDK5/p35, ADP-Glo luminescence, 60 min;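 active = highest replicate inhibition of at least 50% and at least 75% of replicates reaching 50%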;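 also: plate controls were DMSO neutral control for no effect and GW8510 at 10 µM for full effect; many of its hits are not listed in these tables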
Target sequence (Q00535 whole entry, looked up): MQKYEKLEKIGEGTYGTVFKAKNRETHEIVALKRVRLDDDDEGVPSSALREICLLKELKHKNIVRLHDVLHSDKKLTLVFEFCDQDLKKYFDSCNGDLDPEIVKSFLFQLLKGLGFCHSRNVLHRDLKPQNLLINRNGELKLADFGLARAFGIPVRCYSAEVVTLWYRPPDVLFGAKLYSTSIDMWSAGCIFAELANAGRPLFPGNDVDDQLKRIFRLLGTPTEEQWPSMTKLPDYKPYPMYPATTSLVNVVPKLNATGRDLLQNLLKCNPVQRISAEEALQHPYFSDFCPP
Target sequence (Q15078 whole entry, looked up): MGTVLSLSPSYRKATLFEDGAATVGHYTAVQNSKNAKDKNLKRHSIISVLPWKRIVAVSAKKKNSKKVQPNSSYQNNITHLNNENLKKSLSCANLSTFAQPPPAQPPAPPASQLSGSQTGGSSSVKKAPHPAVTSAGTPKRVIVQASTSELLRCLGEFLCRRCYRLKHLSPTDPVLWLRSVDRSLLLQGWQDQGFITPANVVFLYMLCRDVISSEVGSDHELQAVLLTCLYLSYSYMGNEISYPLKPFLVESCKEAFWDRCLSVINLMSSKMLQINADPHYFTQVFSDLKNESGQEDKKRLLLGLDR
PKA-R1A act: PKA-R1A complex activation; P00514+P68181; PKA-R1A dissociation, Cy5-IP20 fluorescence polarization; scaled: DMSO 0%, 113 µM cGMP 100%; activation, % at 11.4 µM; 340,000 compounds, 0.083% hits;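 active = percent activation above the mean of all tested compounds plus 3 SD, cut at about 19% in these data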;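 also: higher means more PKAc released from R1A so a rise in polarization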
DAGLB inhibitor: diacylglycerol lipase beta (human) inhibition; HEK293T DAGLB membrane lysate, EnzChek fluorogenic substrate; inhibition, % at 5.17 µM; 340,000 compounds, 0.059% hits; in the data active = inhibition above about 34%;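 also: 0% = enzyme with vehicle and 100% = wells lacking enzyme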
Tat transport: blocks Tat-dependent protein export in E. coli | E. coli MC4100 TorA-mCherry Tat export, fluorescence | inhibition, % at 10 µM | 340,000 compounds, 0.036% hits | AID 488895;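 active = mean replicate inhibition at least 50% and at least half of replicates individually reaching 50%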;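 also: exported cargo escapes ClpAP degradation while cytoplasmic cargo is degraded and loses fluorescence; 0% = median of neutral control wells and 100% = median of NaSCN control wells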
HTR5A inv ag: counter-screen for OPRM1-OPRD1 inverse agonists: human HTR5A inverse agonism | AID 504634 | P47898 | HTR5A cell line, luminescence | 340,000 compounds, 0.083% hits | inhibition, % at 9.3 µM; in the data active = inhibition mostly above about 23%, no sharp cut-off; inactive = mostly below about 18%;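 also: 0% = cells with DMSO and 100% = no-cell wells with DMSO; some compounds called inactive have numbers as strong as hits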
PKA-R2B activ: activators of human PKA-R2B complex; P22694+P31323; PKA-R2B holoenzyme dissociation, Cy5-IP20 fluorescence polarization; R2B truncated from residue 108, S112A mutant; 0% DMSO only, 100% 113 µM cGMP; activation, % at 11.4 µM; 340,000 compounds, 0.079% hits; AID 504700;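 active = activation above a cutoff set at the mean over all compounds plus 3 SD, cut at about 18% in these data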;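 also: higher means more holoenzyme dissociation and a rise in polarization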
Target sequence (P31323 whole entry, looked up, other chains not shown, the tested form may be a part): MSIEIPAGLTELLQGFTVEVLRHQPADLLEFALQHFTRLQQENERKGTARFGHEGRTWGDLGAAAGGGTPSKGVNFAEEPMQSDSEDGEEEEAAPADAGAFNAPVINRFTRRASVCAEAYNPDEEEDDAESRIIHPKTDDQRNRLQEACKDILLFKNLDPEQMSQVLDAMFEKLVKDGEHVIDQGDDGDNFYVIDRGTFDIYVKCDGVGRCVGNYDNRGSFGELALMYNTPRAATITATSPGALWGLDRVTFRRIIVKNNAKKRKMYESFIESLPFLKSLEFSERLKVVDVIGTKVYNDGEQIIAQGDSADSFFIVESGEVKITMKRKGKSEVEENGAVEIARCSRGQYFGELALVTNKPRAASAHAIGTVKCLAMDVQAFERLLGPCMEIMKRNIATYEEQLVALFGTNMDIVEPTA
phage Ecoli inh: E. coli growth loss with phage present; growth absorbance; inhibition, % at 11.9 µM; 360,000 compounds, 0.26% hits; AID 651602; in the data active = inhibition above about 11%
SUMO Mot1 rescue: blocks SUMOylation pathway, rescuing yeast Mot1-301 growth. S. cerevisiae Mot1-301 growth rescue, ATP luminescence, 38.5C; percent above DMSO median, 100 means doubled. growth rescue, % at 18.8 µM. 320,000 compounds, 1% hits. AID 2716;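 active = every valid replicate shows activation above 250% relative to neutral control wells; inactive = the rest, any valid replicate at or below 250%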;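 also: OY570 slx delta 5 strain wells were the positive control but not used for scaling; some compounds called inactive have numbers as strong as hits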
The depositor's hits bear a star; . = no result given; + = active, no number.

The line under a structure holds: HTR5A inv ag	PKA-R2B activ	SUMO Mot1 rescue	Ecoli viability	CDK5 p35 inh	phage Ecoli inh	DAGLB inhibitor	Tat transport	HTR5A ag	PKA-R1A act	AddAB inh
O=[N+]([O-])c1ccc(NCCCO)c(C(F)(F)F)c1
  4.8	-15.3	-6.0	0.0	-2.0	2.2	2.3	-6.7	2.3	6.3	0.7
Cc1ccc(OCCCC(=O)Nc2ccc(S(N)(=O)=O)cc2)cc1
  -12.9	-4.7	14.8	0.5	-1.6	4.5	-0.7	-0.9	-0.5	-11.4	3.1
COc1ccc(CNC(=O)COC(=O)c2ccccc2OCC(=O)Nc2ccc(SC(F)F)cc2)cc1
  3.0	2.8	151.6	0.5	0.5	-2.0	1.5	-5.5	4.0	-7.0	0.0
COCc1ccc(C(=O)N(C)C2CCCN(Cc3ccccc3F)C2)o1 (stereo unspecified)
  16.2	-7.4	-16.1	0.4	1.9	-0.9	0.1	-2.0	-2.4	-0.4	0.7
CCOc1ccc(NC(=S)N2CCC(C(N)=O)CC2)cc1
  4.0	-12.7	11.4	-0.9	1.4	3.0	-0.2	-3.3	5.5	-11.4	0.6
O=C1CCN(Cc2ccccc2)CCN1[C@H](CSc1ccccc1)Cc1ccccc1
  -11.6	-4.0	23.5	0.6	-0.7	2.8	-10.8	5.8	-2.9	5.2	0.8
CCc1ccc(/C=N/Nc2ncnc3nc[nH]c23)cc1
  -11.6	-0.5	.	-0.2	-1.8	1.5	-6.1	7.5	3.7	5.5	5.4
O=C1CSC(c2ccccc2F)N1CCN1CCCCC1 (stereo unspecified)
  -18.1	4.1	13.0	-1.4	-0.4	1.8	0.5	-1.5	-3.9	-6.7	0.8
Cc1nn(-c2ccc(Cl)cc2)c(NC(=O)C(C)C)c(-c2ccccc2)c1=O
  -8.4	4.5	-2.1	-0.3	1.7	5.2	-0.9	9.9	-3.8	4.7	1.8
COc1ccc2ncn(-c3ccccc3)c2c1
  -3.3	3.0	26.7	1.3	0.2	4.3	-1.0	-4.2	6.9	4.8	3.8
CN(Cc1ccc(F)cc1Cl)S(=O)(=O)c1cccs1
  -4.1	-0.3	22.9	-1.3	1.2	0.5	-2.6	1.3	1.4	-2.5	2.2
COc1ccc(NCc2ccc([N+](=O)[O-])s2)c(OC)c1
  17.6	6.4	198.8	0.8	0.2	-0.8	5.2	1.6	-4.8	-9.1	-0.3
CCN1C(=O)/C(=C\c2cccn2-c2ccc([N+](=O)[O-])cc2)N(CC)C1=S
  -17.6	-12.0	8.9	1.1	0.1	1.5	-0.8	4.4	5.1	-6.3	2.9
COc1ccccc1Nc1ccc(C(=O)NCc2cccs2)cn1
  -4.1	3.4	3.4	0.1	-4.1	2.7	-0.4	8.4	-0.1	1.8	4.8
COc1ccc(NC(=O)CSc2ccc3nnc(-c4cccnc4)n3n2)cc1OC
  6.3	-5.0	93.5	-0.3	-0.5	0.5	-0.2	-9.6	0.8	-0.7	1.2
CCn1c2ccccc2c2cc(/C=N/n3c(-c4cc(C)[nH]n4)n[nH]c3=S)ccc21
  21.0	-1.3	41.5	-2.9	2.1	1.4	3.7	3.0	1.1	-10.0	0.5
COc1cccc(C(C(=O)NCc2ccco2)N(C(=O)Cn2nnc3ccccc32)C2CC2)c1OC (stereo unspecified)
  5.2	-1.9	63.4	2.4	2.8	0.8	-0.6	-2.4	0.7	1.1	-2.0
COc1ccc(S(=O)(=O)NNC(=O)c2cc3ccccc3o2)cc1
  16.6	-4.2	-4.6	-1.3	0.5	4.6	-2.0	9.8	12.1	3.4	-0.7
Cc1nc(N)sc1-c1csc(Nc2ccc(Cl)cn2)n1
  3.3	-1.6	-0.1	-4.0	2.4	0.7	6.1	-1.9	2.1	12.3	-0.9
Cc1cccc(CC(=O)N2CCN(C(=O)c3ccco3)CC2)c1
  -1.4	4.0	-21.4	1.5	-1.3	2.0	0.3	-2.8	0.8	1.1	0.6

By substructure: those above with two or more sulfur atoms (two)
The line under a structure holds: HTR5A inv ag	PKA-R2B activ	SUMO Mot1 rescue	Ecoli viability	CDK5 p35 inh	phage Ecoli inh	DAGLB inhibitor	Tat transport	HTR5A ag	PKA-R1A act	AddAB inh
CN(Cc1ccc(F)cc1Cl)S(=O)(=O)c1cccs1
  -4.1	-0.3	22.9	-1.3	1.2	0.5	-2.6	1.3	1.4	-2.5	2.2
Cc1nc(N)sc1-c1csc(Nc2ccc(Cl)cn2)n1
  3.3	-1.6	-0.1	-4.0	2.4	0.7	6.1	-1.9	2.1	12.3	-0.9

New compounds follow
The line under a structure holds: HTR5A inv ag	PKA-R2B activ	SUMO Mot1 rescue	Ecoli viability	CDK5 p35 inh	phage Ecoli inh	DAGLB inhibitor	Tat transport	HTR5A ag	PKA-R1A act	AddAB inh
Cc1ccc(-n2c(=O)c3sccc3n(CC(=O)N3CCCC3)c2=O)cc1
  -5.7	3.7	-21.8	0.2	-1.1	0.5	-0.1	-4.7	1.8	3.1	-0.9
COc1ccc(OC)c(C2NC(=S)NC(C)=C2C(=O)Nc2ccccn2)c1 (stereo unspecified)
  -3.3	0.6	1.9	-1.5	0.8	2.0	2.6	-2.5	1.2	-1.4	2.6
COc1ccc(/C(C)=N/NC(=O)c2ccc(NS(=O)(=O)c3cccs3)cc2)cc1
  -0.9	-5.8	4.0	-2.6	-1.8	1.4	4.8	1.3	0.3	-9.1	-0.2
NS(=O)(=O)c1cccc(NC(=O)C2CC(=O)N(Cc3ccco3)C2)c1 (stereo unspecified)
  -29.1	5.4	-4.7	1.0	2.1	1.2	-0.2	3.8	-1.1	5.0	1.1
Cc1cc(=O)c2c(o1)CC(C)(C)CC2=O
  9.5	-12.7	-13.9	-0.7	1.1	1.9	-0.5	-2.2	-1.1	-4.9	0.4
O=C(Nc1ccccn1)NC(C(F)(F)F)C(F)(F)F
  -0.7	-14.9	57.4	-1.6	0.9	1.5	-5.6	12.6	0.2	3.8	-0.6
CCC(C)NC(=O)CCSCCC(=O)NC(C)CC (stereo unspecified)
  -21.7	-10.2	-12.7	-3.9	0.5	-0.1	3.4	7.4	-4.5	0.5	1.4
CCOC(=O)CCCC(=O)Nc1ncnc2c1C(c1ccccc1)c1c(ccc3ccccc13)O2 (stereo unspecified)
  -15.2	-10.4	88.9	-0.3	0.2	0.2	-4.9	7.2	8.5	-14.9	-0.9
CC(=O)c1ccc2c(c1)OCCOCCOCCO2
  -10.7	-0.7	162.7	1.5	0.4	3.2	0.7	-6.3	0.6	-2.6	0.0
CC1(c2ccc3ccccc3c2)NC(=O)N(CC(=O)NCC(C)(C)N2CCOCC2)C1=O (stereo unspecified)
  7.7	5.2	-6.4	2.3	0.0	0.5	-0.7	-2.4	-3.0	-4.2	0.9
CCOc1ccc(C(=O)C[n+]2ccc(C(=O)NCc3ccccc3)cc2)cc1
  1.0	-8.1	.	0.6	1.2	0.8	0.4	0.5	-0.3	0.4	0.5
CCc1nc(Nc2ccc3nccnc3c2)c2oc3ccccc3c2n1
  -7.3	0.9	1.4	0.9	0.5	0.5	-0.3	-2.1	4.3	6.3	-0.2
CC1(C(=O)NC(=S)N(Cc2ccccc2)c2ccccn2)CC1(Cl)Cl (stereo unspecified)
  -1.1	-3.8	-12.2	2.2	0.2	3.1	-1.7	-3.1	-1.0	6.4	1.6
COc1ccc(CN(C)C(=O)Cn2cnc3c(NCc4ccccc4)ncnc32)cc1OC
  .	-0.5	.	0.7	11.3	0.7	0.3	-3.5	.	0.8	0.9
COc1ccc(CCNC(=O)C2CCN(S(=O)(=O)c3cccc4nonc34)CC2)cc1OC
  8.2	9.9	75.2	0.0	-1.6	1.5	2.1	-7.7	-3.4	2.2	2.5
Cc1ccc(NC2CCCN(C(=O)CSc3ccccn3)C2)cc1C (stereo unspecified)
  9.1	-7.0	-6.4	.	0.5	0.2	-1.0	6.6	3.2	2.4	.
CC(OC(=O)C(C)N1C(=O)C2C3C=CC(C4CC34)C2C1=O)C(=O)c1ccccc1 (stereo unspecified)
  5.4	-5.9	-5.1	0.3	-0.7	3.3	-2.6	-0.9	-1.6	-9.3	6.2
CCNC(=S)N(CCc1cccc(C)c1)Cc1cc2cc(OC)c(OC)cc2[nH]c1=O
  0.7	-11.3	7.7	0.9	0.4	1.1	2.4	1.7	-0.3	-1.4	2.3
Clc1ccc(CONc2ncnc3nonc23)c(Cl)c1
  -8.5	2.2	+	4.5	-0.2	3.3	0.3	0.0	3.5	-6.6	5.3
CSc1nnc2c(n1)c(C)nn2-c1cccc(C)c1
  -19.9	-9.5	.	-2.7	-0.9	2.1	-1.5	1.3	4.9	2.9	-1.3
CCN=C1S/C(=C\c2cn(CC)c3ccccc23)C(=O)N1CC
  -0.1	-12.5	10.8	-2.4	-1.4	2.2	-6.5	4.9	-0.3	-11.8	-2.8
Cc1ccc(Cn2ccc(NC(=O)C3C4CCC(C4)C3C(=O)O)n2)cc1 (stereo unspecified)
  4.1	-7.0	-8.2	1.3	0.9	0.9	-3.7	-8.3	-1.5	-0.9	1.4
COc1ccc(S(=O)(=O)N(C)CC(=O)N2CCCC2)cc1OC
  -7.6	-12.5	-5.1	0.8	-0.6	0.2	-1.2	-6.9	2.0	0.9	-1.1
O=[N+]([O-])c1ccc2c(c1)C=C1CCCCC1(N1CCCC1)O2 (stereo unspecified)
  -15.7	-14.4	2.0	-0.4	-2.1	1.6	-11.3	-6.5	4.6	-15.2	0.7
Cc1ccc(C)c(NC(=O)CCN2CCCCC2)c1
  5.6	-4.3	6.7	0.8	0.3	0.2	-0.9	-0.5	-2.0	3.6	2.2
CC1CCN(c2nc3c(=O)[nH]c(N)nc3n2[C@@H]2O[C@H](CO)[C@@H](O)[C@H]2O)CC1
  10.8	3.6	14.5	3.1	-0.5	0.4	-1.3	8.3	-3.0	0.8	1.1
Cc1ccc(C(=O)OCC(=O)N2CCC(c3ccccc3)=N2)c(C)c1
  -18.7	0.8	-24.7	-1.3	0.4	2.3	2.7	6.8	-4.3	-9.2	-0.8
CC(=O)N(c1nnc(-c2cccc(C)c2)s1)C1CCCC1
  -16.0	-0.3	-3.5	-1.4	0.2	-0.5	-5.2	2.2	-0.8	2.7	0.6
CC1=C(n2nnc([N+](=O)[O-])n2)C(c2cccnc2)C(C#N)=C(N)O1 (stereo unspecified)
  0.1	8.3	-3.6	3.0	0.9	2.5	0.3	-4.7	1.8	-1.3	0.7
COCCN(C(=O)COC(=O)c1cc2ccccc2cc1OC)c1c(N)n(Cc2ccccc2)c(=O)[nH]c1=O
  -13.2	-8.2	-17.4	0.3	2.1	3.7	0.1	4.0	3.2	-3.6	-0.2
COc1ccc(NC(=S)NCCSc2ccc(C)cc2)c(OC)c1
  -1.6	1.7	63.2	-1.3	-3.4	3.2	-0.1	7.0	-1.9	-7.7	-1.4
CC(=O)N1CCC(=NNc2nc3ccccc3s2)CC1
  1.2	5.2	51.5	-0.3	0.7	2.3	-0.2	-1.7	-0.4	3.8	2.9
O=C(NC1CCCCCC1)C1CCN(c2nc3ccccc3o2)CC1
  -37.4	2.0	1.9	-2.4	-0.9	2.1	-1.3	-8.2	1.4	-3.1	1.4
